Mtb FBA inh: inhibitors of M. tuberculosis fructose-bisphosphate aldolase | AID 588726 | P9WQA3 | 360,000 tested, 2.3% active | inhibition, % at 1 µM | purified M. tuberculosis FBA, fluorescence read-out; in the data active = inhibition above about 27%;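 note: 0% = vehicle and 100% = reference inhibitor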
Target sequence (P9WQA3 whole entry, looked up): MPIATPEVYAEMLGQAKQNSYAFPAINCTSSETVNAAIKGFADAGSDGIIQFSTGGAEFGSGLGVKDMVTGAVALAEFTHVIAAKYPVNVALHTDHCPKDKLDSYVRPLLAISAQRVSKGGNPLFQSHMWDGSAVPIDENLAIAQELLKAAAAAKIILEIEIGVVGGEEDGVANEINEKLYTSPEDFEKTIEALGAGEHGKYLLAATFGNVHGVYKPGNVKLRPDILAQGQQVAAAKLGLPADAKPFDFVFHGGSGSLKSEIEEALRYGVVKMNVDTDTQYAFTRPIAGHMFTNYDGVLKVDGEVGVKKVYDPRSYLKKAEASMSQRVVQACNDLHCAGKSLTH
CCHFV vOTU inh: blocks the CCHF virus ovarian tumor domain protease; CCHFV vOTU protease, Pep-AMC fluorescence; inhibition, % at 11.5 µM; 370,000 tested, 0.55% active; note: 0% = vehicle wells with enzyme and 100% = no enzyme wells
BioA inh: BioA (M. tuberculosis) enzyme inhibition; purified M. tuberculosis BioA enzyme, plate reader; inhibition, % at 9.99 µM; 360,000 tested, 0.096% active; AID 602481; in the data active = inhibition above about 40%; inconclusive = no clear call, values can overlap the other calls
UGM FP inh: Mtb UDP-galactopyranose mutase inhibition | P9WIQ1 | purified UGM, fluorescence polarization probe displacement | inhibition, % at 10 µM | 320,000 tested, 0.06% active | AID 504406; in the data active = inhibition above about 10%, passing the limit was not always enough; inconclusive = no clear call, values can overlap the other calls
Target sequence (P9WIQ1 whole entry, looked up): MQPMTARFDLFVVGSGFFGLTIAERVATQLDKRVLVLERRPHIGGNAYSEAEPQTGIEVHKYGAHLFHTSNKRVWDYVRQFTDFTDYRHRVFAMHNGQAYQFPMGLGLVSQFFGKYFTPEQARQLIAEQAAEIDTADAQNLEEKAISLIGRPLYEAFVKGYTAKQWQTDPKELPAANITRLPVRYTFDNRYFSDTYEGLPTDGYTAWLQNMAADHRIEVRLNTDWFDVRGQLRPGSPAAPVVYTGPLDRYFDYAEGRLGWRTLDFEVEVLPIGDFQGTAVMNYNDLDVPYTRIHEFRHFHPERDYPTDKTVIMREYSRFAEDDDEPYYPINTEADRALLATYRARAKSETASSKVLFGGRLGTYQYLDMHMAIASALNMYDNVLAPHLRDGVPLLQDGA
GDH-TPI counter: counter-screen for M. tuberculosis FBA inhibitors: GDH-TPI coupled enzymes. GDH-TPI coupled enzyme counterscreen, NADH absorbance. 360,000 tested, 1.2% active. inhibition, % at 4.8 µM. AID 588335;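 note: 0% = DMSO wells and 100% = wells lacking the enzyme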
FadD28 FP inh: blocks FadD28 binding to the bisubstrate probe; fluorescence polarization; inhibition, % at 12.5 µM; 360,000 tested, 0.22% active; AID 588549; in the data active = inhibition above about 8.5%, passing the limit was not always enough; inconclusive = no clear call, values can overlap the other calls
PrPC surface inh: reduces human prion protein on the cell surface | cell surface PrPC, TR-FRET read-out | P04156 | 370,000 tested, 0.43% active | inhibition, % at 13.8 µM; in the data active = inhibition above about 24%; note: 0% = median of the test wells and 100% = reference compound wells
BoNT-F LC inh: blocks Botulinum neurotoxin F light chain protease; inhibition, % at 10 µM; AID 588497; Multiplex microsphere protease cleavage assay, flow cytometry; 360,000 tested, 0.22% active; in the data active = inhibition above about 35%, passing the limit was not always enough; inconclusive = no clear call, values can overlap the other calls; note: plate controls were buffer without enzyme for full effect and enzyme alone for no effect
BoNT A protease: blocks Botulinum neurotoxin A light chain protease; multiplex microsphere protease substrate cleavage, flow cytometry; inhibition, % at 10 µM; 360,000 tested, 0.17% active; AID 588499; in the data active = inhibition above about 30%; inconclusive = no clear call, values can overlap the other calls; note: plate controls were buffer without enzyme for full effect and enzyme alone for no effect
Starred values were filed as active, the others as inactive; ? = inconclusive; nt = no result given. Cut-off read from the data, not from the text of the source, unless noted: active = inhibition above about 30%; inactive = the rest. Outcome played no part in choosing rows. Share with any hit: about 4.8%.

Order of values – BoNT A protease, FadD28 FP inh, Mtb FBA inh, BioA inh, GDH-TPI counter, BoNT-F LC inh, UGM FP inh, PrPC surface inh, CCHFV vOTU inh
CCCn1c(SC(C)C(=O)NCC2CCCO2)nc2cc(Cl)ccc2c1=O (configuration not stated)
  3.3, 0.5, -1, -0.8, -9, 1, -2.4, 6, 14
Cc1ccc(CCNC(=O)C2CCN(S(=O)(=O)c3ccc4c(c3)oc(=O)n4C)CC2)cc1
  0.1, -1.9, 1, -0.4, -5, 4, 0.5, 1, 9
COc1ccc(/C=N/NC(=O)CCc2n[nH]c(=O)[nH]c2=O)cc1O
  -0.2, -0.7, 1, -0.4, 13, -1, 2.8, -7, -8
Cc1cc(C)c2cc(C#N)c(N3CCNCC3)nc2c1
  1.2, -1.1, 10, -1.7, 17, -10, nt, -1, 2
c1ccc2sc(Cc3nnc4n3CCCCC4)nc2c1
  -0.7, -1.0, 2, -2.0, 8, 7, 0.7, -2, 3
CN(C)c1ccc(C2N3CC4(C)CN2CC(C)(C3)C4O)cc1 (configuration not stated)
  -0.7, -2.8, 4, -0.2, 42*, 1, 3.8, 6, 5
CC(c1ccccc1F)n1cc(C(=O)Nc2ccc3nc[nH]c3c2)nn1 (configuration not stated)
  -0.8, -3.4, 2, 20, -4, -26, -0.7, 4, 28
COCc1nnc(NC(=O)CC(C)C)s1
  -0.2, -0.3, 0, -0.6, -6, -10, -1.8, 11, -2
COC(C/C=C\[C@@H](O)COCc1ccccc1)OC
  0.1, -4.2, 1, -1.8, -1, 9, nt, 4, -5
CC(C)(C)C(=O)C(Cc1ccccc1Cl)n1cncn1 (configuration not stated)
  0.8, -1.8, 2, 0.4, -1, ?, -2.4, 1, 13
Cc1ccc(/C=N\NC(=O)Cc2noc3ccccc23)cc1
  0.7, -1.8, 0, -1.7, 9, 11, -1.6, -6, -15
COc1ccc(C(=O)N2CCN(C3CCC(c4ccccc4)CC3)CC2)cc1OC (configuration not stated)
  1.0, -4.7, 2, 0.1, 3, 1, 1.3, 6, 10
Cc1cc(NC(=O)/C=C/c2ccc(Cl)cc2)no1
  0.6, -0.9, 3, nt, -3, -2, 4.3, 6, -6
CCCNC(=O)c1ccccc1C(=O)NCCC
  1.6, -5.2, 1, -0.3, 4, 33, -0.4, -7, 6
Fc1ccc(N2CCN(Cc3ccc4c(c3)OCO4)CC2)cc1
  ?, -3.0, 1, 1.4, 1, 0, -3.1, 1, -1

Brought forward from above: 4 compounds, then new ones.
Order of values – BoNT A protease, FadD28 FP inh, Mtb FBA inh, BioA inh, GDH-TPI counter, BoNT-F LC inh, UGM FP inh, PrPC surface inh, CCHFV vOTU inh
COc1ccc(C(=O)N2CCN(C3CCC(c4ccccc4)CC3)CC2)cc1OC (configuration not stated)
  1.0, -4.7, 2, 0.1, 3, 1, 1.3, 6, 10
Cc1cc(NC(=O)/C=C/c2ccc(Cl)cc2)no1
  0.6, -0.9, 3, nt, -3, -2, 4.3, 6, -6
CCCNC(=O)c1ccccc1C(=O)NCCC
  1.6, -5.2, 1, -0.3, 4, 33, -0.4, -7, 6
Fc1ccc(N2CCN(Cc3ccc4c(c3)OCO4)CC2)cc1
  ?, -3.0, 1, 1.4, 1, 0, -3.1, 1, -1
CCCc1cc(C(=O)Nc2cc(C)ccc2O)no1
  -0.6, 0.3, 0, 1.2, 0, 1, 1.0, -3, 14
NS(=O)(=O)c1ccc(CCNC(=O)c2ccc(Br)s2)cc1
  -0.8, -1.0, 4, nt, 4, -7, 0.8, 0, -4
C=CCc1cccc2cc(C(=O)Nc3ccc(S(=O)(=O)Nc4nnc(CC)s4)cc3)c(=O)oc12
  -0.2, -0.3, 4, nt, 13, -2, 2.0, 7, -11
CC(C)(C)c1ccc(OCC(O)CN2CCCC2)cc1 (configuration not stated)
  -8.6, 1.9, 1, -2.1, 1, -27, 3.7, 6, -8
CC1(C(=O)NCc2cccs2)CCN1C(=O)Cc1ccc(Cl)cc1Cl (configuration not stated)
  0.3, -2.1, -1, 0.1, 10, 0, nt, -3, -4
COC(=O)C1=C/CCCN(C(c2ccccc2)c2ccccc2)/C=C\1C(=O)OC
  0.3, 0.5, 3, nt, 5, 0, nt, 13, 19
O=C(CC(NC(=O)c1ccccc1)c1ccccc1)Nc1ccc(F)c(F)c1 (configuration not stated)
  -0.5, -3.4, -3, nt, 7, -4, 3.0, 9, -2
COc1cccc2c(=O)n(CC(=O)N3CCc4ccccc43)ccc12
  -0.9, -2.5, -1, -2.3, 4, 7, 3.4, 6, -6
CC(=O)c1ccc(NC(=O)C(C)NCc2ccccc2Cl)cc1 (configuration not stated)
  -0.2, -2.2, -2, 3.4, 5, -1, 1.6, 6, 22
Cc1nn(C(C)(C)C)c(OC(=O)c2cccs2)c1Sc1ccccc1
  ?, 0.8, 2, -0.9, -2, ?, 1.8, -7, -1
O=C(CSc1ccc(Cl)cc1)Nc1cccc(-c2nc3ccccc3[nH]2)c1
  1.1, 0.5, 35*, nt, 17, 2, nt, 0, 9
Cc1cc(C)n(-c2nc(C(F)(F)F)nc3ccccc23)n1
  0.2, -0.3, -2, -2.0, -2, 0, 2.3, 4, -14
O=C(O)c1cccc(NC(=S)N/N=C/c2c[nH]c3ccccc23)c1
  0.1, 1.5, -1, 1.8, 14, 0, 3.2, 8, 9
COc1ccc2c(COC(=O)CCS(=O)(=O)c3ccccc3)cc(=O)oc2c1
  0.8, -4.1, 134*, nt, -1, -5, -1.6, nt, nt
CCCCOC(=O)Nc1sc2c(c1C(=O)OC)CCC2
  -1.6, 1.7, 3, -2.4, 9, -15, 2.5, 5, 14
COc1cc(/C=C2/C(=O)NN(c3ccc(F)cc3)C2=O)cc(Cl)c1O
  0.9, 2.0, -12, -0.6, 15, 12, -0.2, 0, 6
CCCCNC(=O)N(c1c(N)n(Cc2ccccc2)c(=O)[nH]c1=O)C1CCCC1
  0.1, 1.3, 1, nt, -1, -2, -2.5, 7, 21
CCOC(=O)C1CCN(C(=O)c2cn(C)c(=O)c3cc(OC)c(OC)cc23)CC1
  0.6, -4.3, 6, nt, 3, 12, -0.8, -3, -7
CCCCOc1ccc(C(=O)Nc2ccc(OCC(=O)N3CCOCC3)cc2)cc1
  -0.5, -1.0, -2, -0.3, -2, -4, 1.4, 2, -6
Cc1cc(O)c(S(=O)(=O)c2ccccc2)c(C)c1NS(=O)(=O)c1ccccc1
  -1.6, -6.8, -4, 3.7, 16, 3, -0.9, 13, 8
O=C(CN1C(=O)c2ccccc2C1=O)Nc1ccccc1C(=O)NC1CCCCC1
  -0.5, -2.0, 1, 0.0, 8, -3, 1.5, 11, 8
COc1ccc(Nc2nc(N)nc(CSc3n[nH]c(-c4ccccc4)n3)n2)cc1
  0.3, -0.4, 3, 0.6, 13, -7, -0.4, -5, 10
CS(=O)(=O)c1ccc(C(=O)Nc2ccc(N3CCOCC3)cc2)c(Cl)c1
  0.0, 0.1, 7, 0.1, 13, 5, -0.8, 0, -18
O=C(/C=C/c1ccc(F)cc1)NCC1(c2ccccc2)CCOCC1
  -0.1, -2.3, 10, -1.2, 0, 0, -2.8, -11, -5
Cc1ccc(C(=O)c2ccccc2C(=O)OCC(=O)N2CCCC2)cc1
  0.1, -2.3, 1, 0.5, 4, -1, 3.5, -7, -5
COC(=O)c1[nH]c2cc(OC)ccc2c1NC(=O)CCN1CCCC(C)(C)C1
  0.6, -2.4, 4, nt, -8, 0, 4.0, -2, -3
COc1cc(/C=C/C(=O)OCC(=O)NCCC2=CCCCC2)cc(OC)c1OC
  -0.1, -1.6, 9, nt, 12, 4, -4.8, 3, 1
CCOc1ccccc1C(=O)Nc1nccs1
  -0.7, -1.9, 3, -1.0, 0, 10, 0.3, -2, -2
COc1cnc(-c2ccccc2)nc1Oc1ccccc1C
  0.4, -5.7, -1, 2.6, 1, 5, -2.0, -1, 10
CCC(=O)Nc1nc2ccccc2n1Cc1ccc(C)cc1
  0.1, -1.1, 1, 1.2, -4, 1, 2.5, 11, 5
COc1ccc2c(c1)c(C(=O)O)c(C)n2CCc1ccc(OC)c(OC)c1
  6.4, -0.6, 3, 0.5, 13, ?, 0.1, 2, 1
CC(NC(=O)COC(=O)c1ccc([N+](=O)[O-])s1)c1ccccc1 (configuration not stated)
  -1.2, -0.7, -5, -0.3, 9, -12, 6.4, 4, -13
CS(=O)(=O)c1ccc(C(=O)Nc2nc(-c3ccco3)c(-c3ccco3)s2)cc1
  -0.4, 1.4, 0, 2.8, 22, -11, nt, 12, 21
CCC1CCCCN1CCNC(=O)C1CCN(S(=O)(=O)c2cccc3nsnc23)CC1 (configuration not stated)
  -0.9, -0.6, -1, 1.1, 5, -3, -2.4, -29, 7
COc1ccccc1N(CC(=O)N/N=C(\C)c1ccccc1O)S(=O)(=O)c1ccc(C)cc1
  1.7, -1.2, 2, 1.2, -6, 15, 0.8, 13, -7
O=C1c2ccccc2C(c2nnnn2-c2ccc3c(c2)OCCO3)N1Cc1cccs1 (configuration not stated)
  0.1, nt, nt, nt, nt, -4, nt, 4, 9
Cc1cccc(C)c1NC(=S)NN(Cc1ccccc1)c1ccccc1
  -2.0, 1.5, 1, -1.6, 7, -9, 6.2, 2, 5
CC1CN(c2ccccn2)C(C)CN1C(=O)C(O)(c1ccccc1)c1ccccc1 (configuration not stated)
  -0.1, -0.7, 10, -2.2, 4, -3, nt, 2, 6
COc1ccccc1CNC(=O)c1cc(-c2ccccc2C)n(CC2CC(c3cccc([N+](=O)[O-])c3)=NO2)n1 (configuration not stated)
  -0.4, 2.4, 2, -1.3, 5, -2, 2.1, 2, 2
CC(C)C(c1nnnn1Cc1ccco1)N1CCN(c2cccc(Cl)c2)CC1 (configuration not stated)
  -0.3, -1.2, -3, -2.9, 6, 10, 1.0, 10, 28
COC(=O)[C@]12CCCCC=C1N(Cc1ccccc1)C(=O)[C@H](CC(=O)NCc1ccc(OC)c(OC)c1)C2
  -0.1, nt, nt, nt, nt, -1, nt, 4, 12
COc1cc2c(=O)c(-c3ccc(O)cc3)coc2cc1OC1OC(CO)C(O)C(O)C1O (configuration not stated)
  -0.3, -0.4, 5, 0.8, 8, 2, 4.6, 5, 16
CC(Cc1ccccc1)N(C)CC1C(=O)C2CCC1C2 (configuration not stated)
  0.1, 0.3, 2, -2.0, 4, 0, nt, 3, 4
CCOC(=O)c1nn(-c2ccc(OCC)cc2)c2nc(CC(C)C)c(C#N)c(=O)n12
  -1.5, -2.9, 104*, -1.2, -1, -4, -0.7, -2, 4
CCc1ccc2c(c1)NC(=O)C2(C)Cc1ccccc1 (configuration not stated)
  -0.4, 1.1, -2, 0.9, 7, 0, nt, -4, 11
Cc1ccc(/C=C/C(=O)N2CCN(S(=O)(=O)/C=C/c3ccccc3)CC2)o1
  0.7, -3.9, -3, nt, 8, 3, 0.1, 4, -5
N=C(N=C(N)N)N1CCc2ccccc21
  0.0, -0.7, -1, nt, 7, -7, 1.2, -3, -3
O=C(Cn1c2c(sc1=O)C1c3ccccc3OCC1CS2)Nc1ccc(Cl)cc1 (configuration not stated)
  -0.1, -1.6, -3, nt, -5, -2, -1.5, -1, -2
O=c1c2cc(Br)ccc2nc(-c2ccccc2)n1O
  -4.2, -3.3, -3, 0.0, 2, -16, 0.7, 7, -5
CCOc1ccc(Cl)cc1C(c1c(C)[nH][nH]c1=O)c1c(C)[nH][nH]c1=O
  0.1, -1.6, -2, 0.5, -4, 9, -0.1, -7, 4
CC(C)c1ccc(C2NC(C(=O)O)CS2)cc1 (configuration not stated)
  -2.1, 0.8, 3, 1.8, -4, -10, 0.9, -3, 2
COc1ccccc1NC(=O)C/C(C)=N/NC(=O)COc1c(Br)cc(Br)cc1OC
  -0.2, -1.7, 5, nt, 0, -7, 0.4, 4, 18
COc1ccc(OCC(=O)NS(=O)(=O)c2ccc(Cl)cc2)cc1
  -1.0, -2.1, -6, -0.9, 6, -2, 4.2, 3, -9
CCCN1C2CCCC1CC(NC(=O)NC1CCCCC1)C2 (configuration not stated)
  -0.2, -0.2, -4, 0.8, 0, 0, -2.6, -6, -1
COc1ccc(NC(=O)c2cc(-c3cc(Cl)ccc3OC)n[nH]2)c(C)c1
  0.0, -2.7, -2, -0.8, 4, -4, nt, 4, -1
Cc1ccc(-c2cc(-c3ccccc3Cl)[nH]n2)c(O)c1
  1.2, -8.9, -5, -1.5, 1, 4, -1.1, 5, 4
O=C(CCCc1nc(-c2ccccc2)no1)NC1CCCCC1
  0.6, -5.4, -1, -0.8, 0, -4, -0.5, -4, 6

Screening data deposited in PubChem BioAssay by several laboratories.
